LMNA splice mod: LMNA splicing modulation | HeLa LMNA splicing GFP/RFP minigene ratio, 48 h | Potency, µM (series often up to 46.1 µM), for inactives: top-dose ratio change, negative = inhibition, most hits filed as inhibitors | hit rate 0.01% among 200,000 | AID 1487; active means well fitted inhibition curve with a large enough effect in the signal ratio, with a control signal flat, not every such curve was filed as active; inconclusive means small, poorly fitted or top-dose-only effect, or effect the other way, or a change in a side signal; the % refers to the signal ratio; further: potency means the concentration at half of the fitted maximal effect; on the % scale 0 is the no-effect control and ±100 the full control effect
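Read-out is the ratio of GFP to DsRed2 object intensity, acquired by 488 nm laser-scanning cytometry on HeLa lamin A-EGFP minigene reporter cells. Compound incubation 48 hrs at 37 °C in Opti-MEM with 2% FBS; DMSO 0.5% final.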
KinaseGlo FLuc: Kinase-Glo luciferase inhibition (counter-screen). Q27757. AID 1379. hit rate 0.28% among 200,000. Potency, µM (series often up to 38.3 µM), without a hit: at the highest dose activity change, negative = inhibition, hits mostly inhibitors. Kinase-Glo luciferase, ATP luminescence, 8 min; further: potency means the concentration at half of the fitted maximal effect; on the % scale 0 is the no-effect control and ±100 the full control effect; nearly all actives have a fitted effect of over 60% in size
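Compound is pinned into ATP-containing buffer (10 uM ATP, imidazole pH 7.2, 7 mM MgCl2). Kinase-Glo luciferase reagent is then added. Light output is recorded following an 8-min room-temperature incubation.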
IMPase Li inh: cell-permeable IMPase inhibitors with lithium potentiation | AID 1457 | CHO-M1 cells, IP1 TR-FRET (IP-One), carbachol + lithium | Potency, µM (top dose mostly 59.4 µM), for inactives: top-dose activity, negative = IMPase inhibition, actives largely listed as inhibitors | hit rate 0.35% among 210,000;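 further: IP1 builds up when IMPase is blocked and the TR-FRET signal falls; potency means the concentration at half of the fitted maximal effect; plate controls were basal vehicle for no effect and high inhibitor control for full effect; nearly all actives have a fitted effect of over 50% in size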
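IP1 accumulation measured by competitive TR-FRET in lysed CHO-M1 cells after 30 min compound exposure at 37C, with a small lithium addition to potentiate weak responses. Hill-equation AC50 from ratio and donor-channel data.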
Epigenetic derep: regulators of epigenetic silencing causing reporter derepression in mouse cells; AID 1865; Potency, µM (highest dose often 53.9 µM), for the others: top-dose GFP activation, actives largely listed as activators; murine LDR cells, GFP reporter derepression, 30 h; hit rate 0.2% among 280,000; further: potency means the concentration at half of the fitted maximal effect; % of control where 0% means no effect; nearly all actives have a fitted effect of over 60% in size
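Readout is the number of GFP-expressing murine LDR cells, counted by cytometry following washing. Cells were treated with compound for 30 h at 37 C; the stably integrated CMV-GFP locus is normally silent.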
NPSR antagonist: neuropeptide S receptor (human) antagonism, cAMP | hit rate 1% among 220,000 | CHO-NPSR cells, cAMP TR-FRET, antagonist mode | Q6W5P4 | Potency, µM (doses to about 38.3 µM), for the others: top-dose activity change, negative = inhibition, hits mostly inhibitors; further: potency means the concentration at half of the fitted maximal effect; on the % scale 0 is the no-effect control and ±100 the full control effect; nearly all actives have a fitted effect of over 50% in size; many of its hits are not listed in these tables
GLA spleen mod: alpha-galactosidase A (human) modulation. P06280. hit rate 0.008% among 240,000. Potency, µM (series often up to 80 µM), for the others: top-dose activity change, negative = inhibition, most hits filed as inhibitors. human spleen homogenate, 4MU-alpha-Gal fluorescence, 40 min. AID 2107;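 further: potency means the concentration at half of the fitted maximal effect; 0% = enzyme with vehicle and -100% = no enzyme basal signal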
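qHTS titration in buffer at pH 5.0. Alpha-galactosidase activity in spleen homogenate was measured via 4-methylumbelliferone release from 1 mM fluorogenic substrate after 40 min at 37C and a pH 10 stop. AC50 came from Hill fits of control-normalized data.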
CBFb RUNX1 block: CBF-beta/RUNX1 interaction disruption; Potency, µM (titrated, usually from 59.8 µM), without a hit: at the top dose activity, negative = inhibition, usual class: inhibitors; AlphaScreen CBFb-His/RUNX1-biotin binding, biochemical; Q01196+Q13951; 230,000 tested, under 10 active; further: % of control where 0% means no effect
Target sequence (Q01196 whole entry, looked up): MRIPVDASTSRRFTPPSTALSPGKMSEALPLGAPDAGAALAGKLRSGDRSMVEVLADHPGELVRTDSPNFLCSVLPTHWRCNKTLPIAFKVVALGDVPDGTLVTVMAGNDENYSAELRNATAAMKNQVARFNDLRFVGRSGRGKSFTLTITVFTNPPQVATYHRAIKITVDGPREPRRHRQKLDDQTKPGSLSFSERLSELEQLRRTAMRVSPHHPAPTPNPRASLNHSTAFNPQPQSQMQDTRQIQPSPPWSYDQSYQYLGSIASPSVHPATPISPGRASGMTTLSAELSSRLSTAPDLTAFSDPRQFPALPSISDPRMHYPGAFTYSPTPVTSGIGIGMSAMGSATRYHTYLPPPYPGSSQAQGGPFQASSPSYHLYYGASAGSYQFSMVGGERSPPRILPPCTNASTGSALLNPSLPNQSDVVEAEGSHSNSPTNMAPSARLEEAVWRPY
Target sequence (Q13951 whole entry, looked up): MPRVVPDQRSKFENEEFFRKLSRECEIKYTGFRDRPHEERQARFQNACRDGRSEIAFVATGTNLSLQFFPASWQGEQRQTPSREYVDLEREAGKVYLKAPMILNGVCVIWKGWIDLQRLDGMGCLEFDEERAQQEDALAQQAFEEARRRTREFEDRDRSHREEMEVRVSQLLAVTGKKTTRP
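CBF-beta (His) and RUNX1 (biotin), 30 nM each; 20 min preassociation; + compound, 15 min; + beads 50 ng each (Ni, streptavidin), 90 min; RT; AlphaScreen read.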
Starred values were filed as active, the others as inactive; ? = inconclusive; nt = not tested or not shown; & = joins results of further samples; [ ] = dose if it differs, or a comment. Unless noted, the call rests on the fitted dose curve; in most records, active means well fitted curve in the direction sought with a large enough effect; inconclusive means small, poorly fitted or top-dose-only effect, or another doubt; inactive means no such curve, though single readings can be large; an effect the other way counts as inactive or inconclusive. Only part of the results is shown; the hit share may differ from the screen's.

entry	structure	LMNA splice mod	KinaseGlo FLuc	CBFb RUNX1 block	IMPase Li inh
1	Cc1nn(-c2ccccc2)c(=S)c2ccccc12	8%	-3%	11%	7%
2	CCc1nnc(NC(=O)c2ccc(N(C)S(=O)(=O)c3ccccc3)cc2)s1	?	-1%	0%	8%
3	CCCn1c(CCC(=O)Nc2ccccc2Cc2ccccc2)nc2cc(S(=O)(=O)N3CCOCC3)ccc21	12%	0%	-2%	31%[activator][38.3 µM]
4	COc1cccc(NC(=O)CN(C)CC(=O)Nc2ccccc2-c2ccccc2)c1	-11%[46 µM]	3%	3%	7%
5	Cc1cccc(C)c1NC(=O)NCCCN1CCN(c2ccccc2)CC1	?	-4%	6%	-4%
6	CC(=O)N(CN1C(=O)c2ccccc2C1=O)c1cccc(C)c1	?	-4%	3%	6%[38.3 µM]
7	COc1ccc2[nH]c(=O)c(CNc3cccc(C)c3)cc2c1	?	nt	0%	nt
8	NS(=O)(=O)c1cc(C(=O)OCC(=O)Nc2ccc(Cl)cc2[N+](=O)[O-])ccc1Cl	27%[46 µM]	-3%	-9%	4%
9	COc1ccc(S(=O)(=O)N2CCN(Cc3ccc(Cl)cc3)CC2)cc1	?	1%	8%	35%[activator][38.3 µM]
10	CCCn1c(C(=O)OC)cc2c1ccn2-c1ccc(F)cc1	2%	3%	-7%	4%[38.3 µM]

entry	GLA spleen mod	Epigenetic derep	NPSR antagonist
1	-2%	0.0%	6%
2	4%	-1.0%	-6%[46.1 µM]
3	5%	4.9%	-24%[46.1 µM]
4	-7%	2.2%	-17%
5	1%	4.0%&3.0%	-8%
6	-2%	1.6%	-1%[46.1 µM]
7	24%	-1.0%	-7%[46.1 µM]
8	7%	-0.6%	-14%
9	4%	0.0%	-15%[46.1 µM]
10	-1%	2.7%	-24%[46.1 µM]

In a second layout: entries from further up
#7 COc1ccc2[nH]c(=O)c(CNc3cccc(C)c3)cc2c1
  LMNA splice mod: ? | KinaseGlo FLuc: nt | CBFb RUNX1 block: 0% | IMPase Li inh: nt | GLA spleen mod: 24% | Epigenetic derep: -1.0% | NPSR antagonist: -7%[46.1 µM]

#8 NS(=O)(=O)c1cc(C(=O)OCC(=O)Nc2ccc(Cl)cc2[N+](=O)[O-])ccc1Cl
  LMNA splice mod: 27%[46 µM] | KinaseGlo FLuc: -3% | CBFb RUNX1 block: -9% | IMPase Li inh: 4% | GLA spleen mod: 7% | Epigenetic derep: -0.6% | NPSR antagonist: -14%

Next section
entry	structure	LMNA splice mod	KinaseGlo FLuc	CBFb RUNX1 block	IMPase Li inh
11	Cc1cc(NC(=O)/C=C\C(=O)O)c([N+](=O)[O-])cc1C	nt	nt	2%	nt
12	O=c1oc(Nc2ccc(F)cc2)nc2ccccc12	?	-8%	1%	-4%[38.3 µM]
13	O=C(c1ccc(N2CCCC2=O)cc1)N1CCN(c2ccccc2)CC1	9%	-1%	5%	-24%[38.3 µM]
14	Cc1ccc(NC(=O)COC(=O)C2CCC(=O)N2)c(S(=O)(=O)N2CCOCC2)c1 (configuration not stated)	8%	0%	5%	-4%[38.3 µM]
15	COC(=O)c1sc(N)c(C(=O)OC)c1COC(=O)[C@@H](NS(=O)(=O)c1cccc(Cl)c1)C(C)C	?	-1%	-4%	5%
16	CCCCCCCCCCCCC/C=C/[C@@H](O)[C@H](CO)NC(C)=O	nt	nt	6%	-4%
17	Cc1ccc(Oc2coc3cc(OC(=O)c4cccs4)ccc3c2=O)cc1	15%	-5%	5%	-16%[38.3 µM]
18	CC(C)CNC(=O)COC(=O)c1n[nH]c2ccccc12	-7%[46 µM]	-2%	10%	4%
19	O=C(COC(=O)c1cccnc1Cl)Nc1cc(S(=O)(=O)N2CCCCC2)ccc1Cl	-5%[46 µM]	3%	3%	16%
20	Fc1ccc(Nc2nc(-c3ccncc3)nc3ccccc23)cc1F	?	1%	-3%	4%

entry	GLA spleen mod	Epigenetic derep	NPSR antagonist
11	-4%	6.6%	4%
12	-1%	0.0%	-4%[46.1 µM]
13	-10%	0.0%	-3%[46.1 µM]
14	-3%	-1.0%	-1%[46.1 µM]
15	-5%	4.5%	-19%
16	3%	0.0%	nt
17	17%	-1.1%	-10%[46.1 µM]
18	2%	-1.5%	12%
19	-5%	3.0%	-17%
20	8%	7.9%	-17%[46.1 µM]

Given with values under each structure: two of the compounds above
Sequence of screens: LMNA splice mod, KinaseGlo FLuc, CBFb RUNX1 block, IMPase Li inh, GLA spleen mod, Epigenetic derep, NPSR antagonist
(18) CC(C)CNC(=O)COC(=O)c1n[nH]c2ccccc12
→ -7%[46 µM], -2%, 10%, 4%, 2%, -1.5%, 12%
(19) O=C(COC(=O)c1cccnc1Cl)Nc1cc(S(=O)(=O)N2CCCCC2)ccc1Cl
→ -5%[46 µM], 3%, 3%, 16%, -5%, 3.0%, -17%

Molecules listed so far containing a Cl atom:
entry	structure	LMNA splice mod	KinaseGlo FLuc	CBFb RUNX1 block	IMPase Li inh
8	NS(=O)(=O)c1cc(C(=O)OCC(=O)Nc2ccc(Cl)cc2[N+](=O)[O-])ccc1Cl	27%[46 µM]	-3%	-9%	4%
9	COc1ccc(S(=O)(=O)N2CCN(Cc3ccc(Cl)cc3)CC2)cc1	?	1%	8%	35%[activator][38.3 µM]
15	COC(=O)c1sc(N)c(C(=O)OC)c1COC(=O)[C@@H](NS(=O)(=O)c1cccc(Cl)c1)C(C)C	?	-1%	-4%	5%
19	O=C(COC(=O)c1cccnc1Cl)Nc1cc(S(=O)(=O)N2CCCCC2)ccc1Cl	-5%[46 µM]	3%	3%	16%

entry	GLA spleen mod	Epigenetic derep	NPSR antagonist
8	7%	-0.6%	-14%
9	4%	0.0%	-15%[46.1 µM]
15	-5%	4.5%	-19%
19	-5%	3.0%	-17%

Next structures:
entry	structure	LMNA splice mod	KinaseGlo FLuc	CBFb RUNX1 block	IMPase Li inh
21	CO/N=C(\C(=O)NC1C(=O)N2C(C(=O)OCOC(=O)C(C)(C)C)=C(/C=C\c3scnc3C)CSC12)c1csc(N)n1 (configuration not stated)	nt	-5%	-8%	-19%
22	O=C(/C=C/c1cn(-c2ccccc2)nc1-c1cccnc1)N1CCCC1	-10%[46 µM]	0%	-6%	39%[activator]
23	Cc1cc(=O)[nH]c(N/N=C/c2c(C)nn(-c3ccccc3)c2C)n1	nt	0%	-4%	15%
24	Oc1ccc2ccccc2c1C=Nc1ccccc1	nt	nt	3%	nt
25	O=C(OCc1nc2ccccc2s1)C1CCN(C2=NS(=O)(=O)c3ccccc32)CC1	3%	-4%	-4%	1%[38.3 µM]
26	CC1CCCC(NC(=O)CCn2c(=O)oc3ccccc32)C1C (configuration not stated)	-12%	2%	4%	0%[38.3 µM]
27	COc1c(O)cccc1O	nt	1%	10%	-2%
28	Oc1cc2c(c(Cl)c1O)CCNC[C@H]2c1ccccc1	nt	4%	3%[21.7 µM]	25%
29	CCC/C(=C1/C(=O)CC(C)(C)C(C(=O)OC)C1=O)N1CCCC1 (configuration not stated)	1%	0%	1%	-1%[38.3 µM]
30	CN(CCC1CCOCC1)Cc1nc(Cc2ccccc2F)no1	-12%[46 µM]	-5%	0%	15%
31	CCOc1ccc(N2C(=O)CC(n3ccc(C)n3)C2=O)cc1 (configuration not stated)	-3%	0%	0%	6%
32	COc1cccc(CNC(=O)C2CCCN(S(=O)(=O)c3c(C)n[nH]c3C)C2)c1 (configuration not stated)	-1%	4%	2%	-4%[38.3 µM]

entry	GLA spleen mod	Epigenetic derep	NPSR antagonist
21	7%	1.3%	nt
22	-6%	6.0%	-36%
23	-9%	-0.4%	-15%
24	5%	0.1%	-6%
25	8%	-0.4%	-23%[46.1 µM]
26	2%	-1.1%	-5%[46.1 µM]
27	8%	3.5%	nt
28	-3%	2.4%	nt
29	10%	2.2%	17%[46.1 µM]
30	-1%	9.8%	-16%
31	5%	0.0%	0%[46.1 µM]
32	-1%	-1.1%	-14%[46.1 µM]

Values in list order from the entries so far:
KinaseGlo FLuc for nos. 22 to 28 → 0%, 0%, nt, -4%, 2%, 1%, 4%
CBFb RUNX1 block for nos. 22 to 28 → -6%, -4%, 3%, -4%, 4%, 10%, 3%[21.7 µM]

Compound activity from PubChem.
